PERK inh – blocks human PERK kinase; inhibition, % at 5.6 µM; Q9NZJ5; 0.17% of 220,000 active; CHO PERK-DD fusion, SEAP luminescence translation reporter;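 active = inhibition above the mean inhibition of all tested compounds plus 3 SD, set separately per screening campaign, cut at about 2.9% in these data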;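 also: PERK kinase domain activated by AP20187 dimerizer at 100 nM; 0% = DMSO with dimerizer and 100% = rapamycin at 8.4 µM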
S1P4 agonist – activates the human S1P4 receptor. 0.35% of 220,000 active. activation, % at 4.98 µM. AID 1509. S1P4-expressing cell line, agonist reporter assay; in the data active = activation above about 11%;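 also: 0% = DMSO vehicle and 100% = reference agonist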
Target sequence (O95977 whole entry, looked up): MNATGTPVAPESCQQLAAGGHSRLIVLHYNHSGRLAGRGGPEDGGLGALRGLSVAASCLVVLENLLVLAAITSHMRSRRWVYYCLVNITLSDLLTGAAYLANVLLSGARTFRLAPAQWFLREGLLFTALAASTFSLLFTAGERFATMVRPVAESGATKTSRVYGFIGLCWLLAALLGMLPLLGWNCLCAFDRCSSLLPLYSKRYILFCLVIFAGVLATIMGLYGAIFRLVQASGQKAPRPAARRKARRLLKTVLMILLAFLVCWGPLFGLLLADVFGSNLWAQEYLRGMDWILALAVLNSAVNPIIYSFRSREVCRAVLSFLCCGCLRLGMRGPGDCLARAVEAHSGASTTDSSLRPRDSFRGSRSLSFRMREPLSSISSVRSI
Ba/F3 V617F tox – reduce viability of Ba/F3 cells dependent on JAK2V617F; Ba/F3 EpoR-JAK2V617F viability, ATP luminescence; inhibition, % at 5.6 µM; 1.1% of 220,000 active;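 active = inhibition above the campaign mean plus 3 SD over all tested compounds, cut at about 24% in these data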;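 also: cytokine-independent growth of Ba/F3 cells driven by EpoR plus mutant JAK2; 0% = DMSO-treated cells and 100% = JAK inhibitor I control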
m-calpain inh – blocks pig calpain II enzyme activity | purified calpain II, fluorogenic peptide substrate, 30 min | inhibition, % at 16 µM | 0.37% of 220,000 active;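 active = inhibition above about 50%, limit read from the data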
EP2 mod – EP2 receptor (human) modulation; P43116; EP2-expressing cells, cAMP HTRF FRET, PGE2 co-stimulation; induction, % at 25 µM; 0.83% of 260,000 active;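 active = compounds whose cAMP rise, as percent of the full-agonist control response, exceeds 60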;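 also: rat C6 glioma line stably carrying human EP2 under a CMV promoter; the protocol text gives 20 µM as final concentration; 100% = response of wells given 1 µM PGE2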
Target sequence (P43116 whole entry, looked up): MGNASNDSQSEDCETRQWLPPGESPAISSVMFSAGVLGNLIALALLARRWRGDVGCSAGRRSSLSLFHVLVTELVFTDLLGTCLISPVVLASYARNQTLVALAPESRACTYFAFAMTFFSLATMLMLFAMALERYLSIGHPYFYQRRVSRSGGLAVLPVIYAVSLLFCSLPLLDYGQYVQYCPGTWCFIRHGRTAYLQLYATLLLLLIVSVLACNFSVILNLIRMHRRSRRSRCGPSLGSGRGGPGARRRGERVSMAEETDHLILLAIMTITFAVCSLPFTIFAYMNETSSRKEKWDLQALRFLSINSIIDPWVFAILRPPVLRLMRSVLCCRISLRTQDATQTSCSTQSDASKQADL
BaF3 parental – parental Ba/F3 viability inhibition as JAK2V617F counter-screen | CellTiter-Glo ATP luminescence | inhibition, % at 5.6 µM | 1.1% of 220,000 active | AID 1486;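 active = inhibition above a per-campaign cutoff, the mean inhibition of all tested compounds plus 3 SD, cut at about 27% in these data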;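 also: 0% = DMSO wells and 100% = JAK Inhibitor I control wells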
S1P4 antag – human S1P4 receptor antagonism; O95977; S1P4-expressing cells, antagonist mode, reporter read-out; inhibition, % at 4.98 µM; 0.26% of 220,000 active; in the data active = inhibition above about 29%;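 also: 0% = wells stimulated with agonist and 100% = vehicle wells without agonist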
TRPML3 ag – agonists of human TRPML3 channel; activation, % at 3 µM; 0.29% of 220,000 active; Q8TDD5; HEK293 TRPML3-YFP, Fluo-8 calcium fluorescence; 100% = the carbachol control signal;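 active = activation above its plate's cutoff, the mean activation of the plate's test wells plus 3 SD, cut at about 12% in these data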;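 also: 0% = DMSO only wells and 100% = carbachol wells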
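Material: TRPML3-YFP stable HEK293 cells | Dosing: One concentration, 3 µM nominal, 0.3% DMSO | Timing: 125 s total fluorescence read per well | Technique: Fluo-8 calcium dye fluorescence, ex 470-495, em 515-575 nm | Measure: Percent activation from peak-to-basal fluorescence ratio, scaled between DMSO and carbachol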
zfTRPN1 agonist – zebrafish TRPN1 (NompC) channel agonism. 0.18% of 220,000 active. HEK293 zebrafish TRPN1-YFP, Fluo-8 calcium fluorescence; 100% = response to 87 µM carbachol. activation, % at 3 µM;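 active = activation above its plate's cutoff, the mean activation of test wells on that plate plus 3 SD, cut at about 19% in these data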;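 also: 0% = DMSO alone and 100% = 87 µM carbachol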
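System: zebrafish TRPN1-YFP in HEK293 cells / Dosing: 3 µM single point / Timing: dye loading 1 h at 37 °C, then 30 min room temperature / Signal: Fluo-8 calcium fluorescence, excitation 470-495 nm, emission 515-575 nm / Read-out basis: percent activation from peak over basal fluorescence ratio, control-normalized / Control set: high carbachol 87 µM, low DMSO alone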
Starred values were filed as active, the others as inactive. Random draw from the library, and some 3.6% of all compounds hit somewhere here.

SMILES	PERK inh	S1P4 agonist	Ba/F3 V617F tox	m-calpain inh	EP2 mod	BaF3 parental	S1P4 antag	TRPML3 ag	zfTRPN1 agonist
Cc1cc(NS(=O)(=O)c2ccc(NC(=O)c3cc4cc(Br)ccc4oc3=O)cc2)no1	1.0	0.6	1	-61	0	4	-5	1.1	1.2
CCOC(=O)c1c(C)n(C)c2ccc(OC)c(NC(=O)CN3CCCCC3)c12	-0.7	1.6	8	-24	9	12	-16	0.2	0.0
COC(=O)C1=C(O)/C(=C\c2ccc(CNC(=O)C(=O)Nc3ccc(C)cc3)o2)N=C1C	0.2	-0.6	3	-90	0	3	-4	0.8	1.7
COc1ccc(C(=O)N/N=C/C(Br)=C/c2ccccc2)cc1	0.6	-1.7	1	27	-7	7	9	-0.5	1.0
C=CCNC(=O)/C(=C\c1ccc([N+](=O)[O-])cc1)NC(C)=O	1.8	1.0	1	38	19	-1	-10	0.4	-0.8
CCn1c(C(=O)N2CCCC(C(=O)NCCCc3ccccc3)C2)cc2sccc21 (centres undefined)	-0.8	1.6	0	-9	-48	6	4	-0.5	0.6
COc1cc(Cl)cc(C2NC(=S)NC(c3ccccc3)=C2C(C)=O)c1OCC(=O)O (centres undefined)	1.6	-0.1	1	7	11	4	-14	0.8	1.0
O=C(N(Cc1ccccc1)c1ccccn1)C12CC3CC(CC(C3)C1)C2	0.1	2.4	-3	18	6	1	-1	-0.2	-0.7
O=C(NCc1cccnc1)c1cccnc1Sc1ccc(Cl)cc1	0.7	-0.8	-7	18	11	2	-10	0.1	0.0
Cc1ccc2nc3c(c(C(=O)OC4CCOC4=O)c2c1)CCCC3 (centres undefined)	0.2	0.3	-1	-132	-11	8	6	1.1	-1.3
Cn1cccc1-c1cc(C(=O)N2CCc3c([nH]c4ccccc34)C2c2ccccn2)[nH]n1 (centres undefined)	-1.0	-0.7	3	-117	-41	9	4	-1.1	-1.6
COc1ccccc1C(c1nnnn1Cc1ccccc1)N1CCC(C(N)=O)CC1 (centres undefined)	0.7	0.6	-3	13	15	0	1	0.1	0.8
CC(O)Cc1cn(CC(=O)N2CCN(C(=O)OC(C)(C)C)CC2)nn1 (centres undefined)	1.6	-2.0	3	2	13	-7	-3	0.6	0.5
CCC(C)c1ccc(O)c(/C=N/O)c1 (centres undefined)	1.3	1.6	-1	-37	4	4	-4	-0.5	0.2
COc1cc(/C=N/n2nnnc2N)cc(OC)c1OC	-0.4	0.1	-2	-63	3	-1	-15	0.4	1.3

Whole records, quoted from the list. Order of values: PERK inh, S1P4 agonist, Ba/F3 V617F tox, m-calpain inh, EP2 mod, BaF3 parental, S1P4 antag, TRPML3 ag, zfTRPN1 agonist
`COc1cc(/C=N/n2nnnc2N)cc(OC)c1OC` as listed: -0.4, 0.1, -2, -63, 3, -1, -15, 0.4, 1.3
`COc1ccccc1C(c1nnnn1Cc1ccccc1)N1CCC(C(N)=O)CC1` (centres undefined) as listed: 0.7, 0.6, -3, 13, 15, 0, 1, 0.1, 0.8
`COC(=O)C1=C(O)/C(=C\c2ccc(CNC(=O)C(=O)Nc3ccc(C)cc3)o2)N=C1C` as listed: 0.2, -0.6, 3, -90, 0, 3, -4, 0.8, 1.7

(list continues)
SMILES	PERK inh	S1P4 agonist	Ba/F3 V617F tox	m-calpain inh	EP2 mod	BaF3 parental	S1P4 antag	TRPML3 ag	zfTRPN1 agonist
COc1ccc(C2CC(c3ccc(C)cc3)Nc3nc(N)nn32)cc1 (centres undefined)	0.9	2.3	1	-14	22	6	-10	1.4	3.1
O=S(=O)(c1ccccc1)N1CN(Cc2ccc(F)cc2)c2nc3ccccc3nc21	-2.4	0.5	2	-8	28	-4	0	0.5	1.0
Cc1ccccc1NC(=O)CSc1ccsc1[N+](=O)[O-]	0.2	-2.1	1	-12	9	6	-1	-0.7	-1.0
COc1ccccc1-c1cc(C(F)(F)F)nc(NCc2ccco2)n1	0.3	-1.2	-3	-15	46	2	1	-0.8	-1.3
Cn1c(=O)c(Nc2ccc(O)cc2)c2c3c(cccc31)C(=O)c1ccccc1-2	-0.8	0.5	-3	-70	28	-1	-6	-0.9	-2.9
CCOC(=O)c1c(NC(=O)CS(=O)(=O)c2cn(CC)c3ccccc23)sc2c1CCCCC2	-0.5	-0.3	2	24	53	9	-16	1.4	-0.6
CC(=O)Cc1nsc(NC(=O)c2ccc(F)cc2)n1	0.3	1.2	-4	-18	9	2	9	1.1	2.6
Cc1ccc(S(=O)(=O)N2CCC(=O)N(C(COCc3ccccc3)C(C)C)CC2)cc1 (centres undefined)	-0.5	1.4	-1	-6	29	3	-3	1.2	0.8
Cc1ccccc1Cn1c(=O)n(CCCC(=O)NCc2ccco2)c(=O)c2sccc21	-1.7	0.0	4	21	-2	8	-15	-0.2	1.4
CC(=O)Oc1ccccc1N(C(C)=O)S(=O)(=O)c1ccc2ccccc2c1	1.6	-0.8	-3	-18	32	1	4	0.4	-2.1
CC1CCCN(C/C=C/c2ccccc2[N+](=O)[O-])C1 (centres undefined)	0.7	1.7	-3	12	-11	-2	-2	0.6	-0.9
CCCOc1cccc(C(=O)N(Cc2ccc(OC)c(OC)c2)C2CCS(=O)(=O)C2)c1 (centres undefined)	-1.0	3.1	7	-45	2	11	-2	-0.2	-0.2
O=C(CCS(=O)(=O)c1cccc2nsnc12)N1CCN(c2ccccc2F)CC1	-0.5	-3.2	-2	13	17	3	5	0.4	-0.8
CC(=O)N1CN(C2CCCC2)Cc2c1sc1c2CCCC1	0.3	-1.6	0	17	8	5	14	0.0	-0.1
NC(=O)c1oc2ccccc2c1NC(=O)C1CCCCC1	-0.7	0.2	-3	-9	28	6	-5	-0.2	-1.0

The list goes on (five carried over from the part before).
SMILES	PERK inh	S1P4 agonist	Ba/F3 V617F tox	m-calpain inh	EP2 mod	BaF3 parental	S1P4 antag	TRPML3 ag	zfTRPN1 agonist
CC1CCCN(C/C=C/c2ccccc2[N+](=O)[O-])C1 (centres undefined)	0.7	1.7	-3	12	-11	-2	-2	0.6	-0.9
CCCOc1cccc(C(=O)N(Cc2ccc(OC)c(OC)c2)C2CCS(=O)(=O)C2)c1 (centres undefined)	-1.0	3.1	7	-45	2	11	-2	-0.2	-0.2
O=C(CCS(=O)(=O)c1cccc2nsnc12)N1CCN(c2ccccc2F)CC1	-0.5	-3.2	-2	13	17	3	5	0.4	-0.8
CC(=O)N1CN(C2CCCC2)Cc2c1sc1c2CCCC1	0.3	-1.6	0	17	8	5	14	0.0	-0.1
NC(=O)c1oc2ccccc2c1NC(=O)C1CCCCC1	-0.7	0.2	-3	-9	28	6	-5	-0.2	-1.0
O=C(COC(=O)c1cc(=O)[nH]c(=O)[nH]1)Nc1cccc(S(=O)(=O)N2CCOCC2)c1	0.0	1.4	-3	-2	11	6	-8	0.9	2.4
COc1ccc(N2CCN(C(=O)c3ccc(CSc4ccccc4)cc3)CC2)cc1	1.1	2.3	-4	-12	-46	3	-15	0.3	0.6
CC(Sc1nc2cc([N+](=O)[O-])ccc2n1-c1cccc(C(F)(F)F)c1)C(=O)NC(N)=O (centres undefined)	0.9	-1.7	-6	18	14	1	-10	1.0	0.6
O=c1oc2cc(OCc3c(F)cccc3Cl)ccc2cc1-c1ccccn1	0.8	1.7	0	-350	13	-1	-4	0.3	-0.6
C=CCNC(=S)NNc1nc(Nc2ccccc2)nc(N2CCCCC2)n1	-0.2	-1.2	-4	-64	74*	5	5	-1.4	-1.9
CCC1(C)Cc2ccccc2C(Nc2c(C)n(C)n(-c3ccccc3)c2=O)=N1 (centres undefined)	-0.1	-0.8	-3	-21	7	0	-19	-0.2	-0.3
COc1ccc(N(CC(=O)Nc2cc(C)ccc2C)S(=O)(=O)c2ccccc2[N+](=O)[O-])c(OC)c1	1.3	0.4	-1	-54	18	8	-4	0.3	-0.2
CCOc1ccc(CN2CCN(S(=O)(=O)c3ccc(NC(C)=O)cc3)CC2)cc1	2.2	-1.2	0	11	-20	6	3	3.9	10
CCNc1nc(NC(C)C)nc(N(C#N)C(C)C(=O)N(C)C)n1 (centres undefined)	-1.1	3.0	2	15	4	4	-5	0.2	0.6
Cc1ccccc1NCC(=O)N/N=C/c1c(C)c(C(=O)c2ccc(Cl)cc2)n2ccccc12	0.4	1.2	-2	-31	-58	4	-20	0.4	2.2
Cc1nc2c(c3c1[nH]c1ccccc13)C(O)CC(C)(C)C2 (centres undefined)	-0.4	-1.8	-5	-435	-34	-1	-15	3.3	3.6
COc1cc(OC)cc(C(=O)NC(=S)Nc2ccc3c4c(cccc24)CC3)c1	-0.1	-0.8	-3	12	21	0	-22	0.3	1.0
CCc1ccc(NC(=O)COC(=O)CCc2nc3cc(S(=O)(=O)N(CC)CC)ccc3n2C)cc1	0.1	-0.7	2	40	7	4	-5	-0.7	0.9
CN(C(=O)c1ccc2c(c1)CCN2S(C)(=O)=O)c1ccccc1	1.3	0.3	-3	11	-29	0	-15	0.5	0.9
Cc1ccc(-c2nc3ncccn3c2NC2CCCC2)o1	-0.4	-1.2	-1	-19	1	3	-6	0.3	-0.9
Cc1cccc(N2CC(C(=O)OCc3ccc([N+](=O)[O-])cc3)CC2=O)c1 (centres undefined)	1.6	-0.9	3	8	-44	7	-2	1.0	1.2
Cc1cc(Nc2ccc(Cl)cc2)n(-c2cccc(Cl)c2)n1	0.0	-0.5	-1	-1	20	6	17	-0.3	-1.0
O=c1c(Cl)c(Cl)cnn1Cc1nnc(-c2ccccc2Br)o1	-1.1	-0.8	16	-97	-60	-1	-6	18*	7.0

Printed as active in TRPML3 ag, among the entries above:
Structure	PERK inh	S1P4 agonist	m-calpain inh	EP2 mod	S1P4 antag	TRPML3 ag
O=c1c(Cl)c(Cl)cnn1Cc1nnc(-c2ccccc2Br)o1	-1.1	-0.8	-97	-60	-6	18*
